MC4R antag cAMP – MC4R antagonists of cAMP signaling, primary screen, cell-based, TR-FRET, antagonist arm of biased-ligand search | Melanocortin receptor 4 (Homo sapiens), P32245 | MC4R-expressing cells, MTII-stimulated cAMP, LANCE TR-FRET | inhibition, % at 6.5 µM | 0.48% of 360,000 active | AID 540295, 2011;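 active means inhibition above its plate's cutoff, the mean of tested wells on that plate plus 3 SD, cut at about 29% in these data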;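 further: 0% = Melanotan II alone and 100% = Melanotan II plus saturating MCL0020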
Target sequence (P32245 whole entry, looked up): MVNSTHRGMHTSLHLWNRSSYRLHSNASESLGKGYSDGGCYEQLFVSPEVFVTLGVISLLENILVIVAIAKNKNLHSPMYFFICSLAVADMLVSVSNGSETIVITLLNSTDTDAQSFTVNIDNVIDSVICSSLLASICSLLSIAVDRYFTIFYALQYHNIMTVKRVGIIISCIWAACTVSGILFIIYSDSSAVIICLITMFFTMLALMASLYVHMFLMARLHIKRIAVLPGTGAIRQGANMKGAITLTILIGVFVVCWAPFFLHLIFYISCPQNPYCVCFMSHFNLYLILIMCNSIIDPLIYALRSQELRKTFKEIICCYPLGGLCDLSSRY
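System – human MC4R-expressing U2OS cells · Also added – Melanotan II · Dosing – one concentration, 6.5 µM nominal · Timing – 30-min compound, 1-h challenge, 1-h detection, room temperature · Measured by – Eu-cAMP/anti-cAMP TR-FRET, emission 671 nm · Replicates – singlicate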
ABHD5 PLIN5 PPI – ABHD5-PLIN5 interaction inhibitors, primary screen, cell lysate, split luciferase complementation, luminescence. Split G. princeps luciferase complementation, 4 h. inhibition, % at 4 µM. 0.78% of 360,000 active. AID 602281, 2012;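 active means inhibition above the mean inhibition across every tested compound plus 3 SD, cut at about 22% in these data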;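 further: 0% = DMSO only wells and the 100% control is not disclosed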
HTR2A ag – mouse Htr2a agonists via beta-arrestin recruitment, primary screen, cell-based, luminescence. 0.66% of 360,000 active. 5-hydroxytryptamine receptor 2A (Mus musculus), P35363. activation, % at 7.6 µM. CHO-K1 mHTR2A beta-arrestin complementation; percent of 30 µM serotonin response;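 active means activation above a run cutoff, the mean activation of all tested compounds plus 3 SD, cut at about 14% in these data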;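 further: 0% = plate median of compound wells and 100% = 30 µM serotonin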
Target sequence (P35363 whole entry, looked up): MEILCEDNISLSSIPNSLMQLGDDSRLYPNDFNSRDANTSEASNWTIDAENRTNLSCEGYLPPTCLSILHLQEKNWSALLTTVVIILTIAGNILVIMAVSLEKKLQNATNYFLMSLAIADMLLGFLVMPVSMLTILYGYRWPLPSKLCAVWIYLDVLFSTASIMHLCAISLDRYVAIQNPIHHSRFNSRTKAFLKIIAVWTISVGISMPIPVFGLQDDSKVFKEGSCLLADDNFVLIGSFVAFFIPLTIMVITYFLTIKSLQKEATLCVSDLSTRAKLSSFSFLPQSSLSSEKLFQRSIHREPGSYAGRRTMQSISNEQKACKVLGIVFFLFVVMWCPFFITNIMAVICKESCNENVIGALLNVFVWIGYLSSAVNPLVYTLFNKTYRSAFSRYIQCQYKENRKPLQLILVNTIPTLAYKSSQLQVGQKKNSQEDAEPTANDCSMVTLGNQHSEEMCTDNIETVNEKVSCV
Granule exo inh – LAMP-1 surface exposure blockers, TALL-104 cells – cell-based, flow cytometry, MLPCN library, primary screen; TALL-104 LAMP-1 surface exposure; cells stimulated with thapsigargin and PMA; inhibition, % at 10 µM; 0.66% of 360,000 active; AID 651702, 2012;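 active means inhibition above about 55%, limit read from the data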
iPSC survival up – enhancers of single-cell hiPSC survival, primary screen, ATPlite luminescence. survival enhancement, % at 20 µM. 100% = ROCK inhibitor wells, 0% = DMSO. AID 602274, 2012. 0.044% of 360,000 active; in the data active means survival enhancement above about 18%;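 further: cells exposed to compounds for 16 hours before the ATP read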
aDG glyco act – activators of alpha-DG glycosylation, primary screen, uHTS, Pro5-aDG cells, AlphaScreen. activation, % at 10 µM. 0.22% of 360,000 active. AID 624168, 2012. alpha-DG glycosylation AlphaScreen (IIH6); 0% Pro5, 100% B10-LARGE cell signal;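 active means activation of at least 8% versus controls, or a plate z-score of at least 8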;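 further: Pro5 are CHO cells carrying HIG-tagged alpha-DG that lacks glycosylation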
MC4R ag barr – MC4R agonists recruiting beta-arrestin, primary screen, cell-based, luminescence, agonist arm of biased-ligand search; U2OS MC4R beta-arrestin complementation; percent of melanotan II response, DMSO zero; Melanocortin receptor 4 (Homo sapiens), P32245; 0.98% of 360,000 active; activation, % at 8.9 µM;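 active means activation above a per-plate cutoff, the mean activation of sample wells on that plate plus 3 SD, cut at about 8% in these data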
ABCB6 inh 2 – ABCB6 transporter inhibitors, primary screen, K562-ABCB6 cells, flow cytometry, MLPCN library | 0.19% of 360,000 active | K562-ABCB6 porphyrin accumulation, 1 h; hits give low values | AID 602162, 2011 | fluorescence ratio to DMSO, % at 10 µM | ATP-binding cassette sub-family B member 6 (Homo sapiens), Q9NP58;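 active means fluorescence ratio to DMSO below 75%, the collection mean minus 3 SD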;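 further: signal is porphyrin accumulated inside mitochondria; 100% equals median channel fluorescence of DMSO control wells; lower ratio means ABCB6 inhibition with less porphyrin fluorescence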
H9c2 protect – cardioprotection against H2O2-induced cell death, primary screen, uHTS, H9c2 cells, ATPLite luminescence; H9c2 cardiomyocytes, H2O2 injury protection, 2 h; protection from H2O2 cell death, % at 20 µM; 0.63% of 360,000 active;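 active means compounds giving at least 50% protection of heart cells from peroxide-induced death in the single-dose screen, raw or plate-pattern-corrected value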;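 further: 0% = DMSO wells with peroxide and 100% = DMSO wells without peroxide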
Glyco luc inh – increase of ERlucT glycosylation luciferase signal, primary screen, N-linked glycosylation inhibitor project, D54 ERlucT cells, luminescence, set 2. D54 ERlucT glycosylation luciferase reporter, 24 h; percent of 100 nM tunicamycin response. reporter increase, % at 12.5 µM. 0.23% of 360,000 active. AID 588692, 2011;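 active means mean luciferase reporter signal, scaled so untreated is 0 and the glycosylation-blocking control 100, at or above a set limit in every replicate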;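 further: luciferase carries N-glycosylation sites so blocking glycosylation raises the light; 0% = median of neutral control wells and 100% = median of 100 nM tunicamycin wells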
* = called active by the depositor; · = no result given.

SMILES	MC4R antag cAMP	ABHD5 PLIN5 PPI	HTR2A ag	Granule exo inh	iPSC survival up	aDG glyco act	MC4R ag barr	ABCB6 inh 2	H9c2 protect	Glyco luc inh
COc1ccc(-c2nc(CCNC(=O)c3cccs3)cs2)cc1	9.9	-5.3	-1.8	-6.6	-0.1	0.0	-0.2	98.0	-12.8	-1.6
O=C(O)c1ccc2c(=O)n3c(nc2c1)/C(=C/c1ccccc1C(F)(F)F)CCCC3	3.6	-3.5	3.0	-1.6	-0.2	0.0	-0.6	96.0	3.5	0.8
COCn1c(-c2ccccc2)nc2ccccc21	15.4	2.0	-2.1	-4.3	2.2	0.1	-0.4	99.0	-1.2	1.3
CCN1C(=O)c2cccc3c(S(=O)(=O)NCCc4c[nH]c5ccccc45)ccc1c23	2.9	7.2	0.5	3.9	-3.0	0.4	0.2	92.0	13.9	1.3
Cc1cccc(C(=O)N2CCC[C@H]2C(=O)N2CCC[C@H]2C(=O)NCc2ccncc2)c1	·	9.7	1.2	10.3	-0.9	-0.3	·	97.0	·	·
CCC(C)(C)NC(=O)CN(Cc1ccccc1Cl)C(=O)CCC(=O)Nc1cc(C)ccn1	7.8	-0.7	1.4	-3.2	-1.2	-0.1	-1.2	88.0	3.5	4.6
CCN(CC)c1ccc(/C=N/NC(=O)Nc2ccccc2)cc1	7.2	-8.8	4.5	-5.6	-1.6	-0.5	0.1	95.0	-20.1	0.0
Cc1c(C(=O)OCC(=O)NC2CCCCC2)oc2ccccc12	7.5	10.9	-3.8	-5.1	-0.4	0.2	-0.6	96.0	-5.3	2.2
COc1ccc(/C=C/C(=O)Nc2ccc(-c3nnc4n3CCCCC4)cc2)c(OC)c1	1.1	1.5	-4.4	-5.0	1.0	0.8	0.9	79.0	28.8	0.4
CC(C)(C)NC(=O)C1c2ccccc2Oc2ccccc21	4.3	11.9	0.0	-0.5	-0.3	0.1	-0.8	96.0	0.2	-1.1
CCCNC(=O)C1(C)CCCN(C(=O)Cc2ccc(OC)c(OC)c2)C1 (stereo not drawn)	-1.0	-4.2	4.5	-6.0	6.0	-0.2	2.9	92.0	0.1	2.3
CC1(C(=O)N2Cc3ccccc3C2)CCN1C(=O)C1(c2ccc(Cl)cc2)CC1 (stereo not drawn)	6.9	-2.2	1.1	-2.5	1.8	0.2	1.2	98.0	1.1	-2.5
CC(C)[C@H](Nc1ccc(S(=O)(=O)N2CCOCC2)cc1[N+](=O)[O-])C(=O)OCC(=O)N(C(C)C)C(C)C	5.7	-3.4	-4.0	2.0	0.0	0.3	-0.6	101.0	2.4	-1.5
O=C(C[n+]1ccccc1)N/N=C/c1cc(Br)cc(Br)c1O	1.4	4.3	-37.2	5.3	-0.5	-0.2	-2.1	96.0	46.0	1.9
CCCCCCCN1CCN=C1N(C)C	5.1	5.8	-0.3	-0.2	0.7	-0.2	0.7	103.0	1.0	3.7
Cc1nc(NC(=O)COC(=O)c2ccc(CO)cc2)c(Cl)cc1Cl	0.7	-9.3	3.9	0.9	2.7	0.1	-2.1	93.0	5.4	2.5
CC(=O)NS(=O)(=O)c1ccc(NC(=O)/C=C/c2ccc(C)o2)cc1	-0.2	27.6*	0.2	-0.1	1.5	0.0	-0.2	97.0	-5.5	2.0
COC(OC)C(C)NC(=O)NC(=O)c1ccccc1Cl (stereo not drawn)	3.7	1.9	-1.9	3.4	-0.4	0.2	-0.6	98.0	-2.7	0.7
Cc1ccc2nc(C3CCN(C(=O)c4ccco4)CC3)[nH]c2c1	5.6	1.2	11.1	-2.0	-0.8	-0.1	-1.2	102.0	6.7	0.9
Cc1ccc(S(=O)(=O)N2CCOCC2)cc1NC(=O)CSc1nnc(COc2ccccc2F)n1N	-0.4	1.5	3.0	-3.0	1.6	-0.1	-1.2	107.0	-3.3	0.5
COc1ccc(S(=O)(=O)N(CCC(=O)O)Cc2ccccc2)cc1	17.8	1.0	3.2	8.3	-0.3	-0.1	0.7	97.0	-4.4	0.1
CCc1ccc(OCCOCC(O)CN2CCN(Cc3ccc(Cl)cc3)CC2)cc1 (stereo not drawn)	9.8	15.2	-8.5	4.0	-0.2	0.8	0.3	102.0	-4.5	-3.7
COc1ccccc1NC(=S)NNC(=O)c1ccncc1	3.4	-8.3	0.4	-5.6	0.5	0.2	-0.9	91.0	0.5	1.4
CCCNC(=O)NC1C(NC(=O)NCCC)N(C)C(=O)N1C (stereo not drawn)	2.2	3.6	-2.8	0.4	-3.1	0.1	0.6	94.0	-13.4	2.7
O=C(COC(=O)c1ccccc1NS(=O)(=O)c1ccc(Cl)cc1)NCc1ccccc1	-5.4	1.5	2.6	-17.5	4.3	-0.2	-0.8	88.0	7.9	0.5

Reprinted from the part before: three entries, followed by the next part.
SMILES	MC4R antag cAMP	ABHD5 PLIN5 PPI	HTR2A ag	Granule exo inh	iPSC survival up	aDG glyco act	MC4R ag barr	ABCB6 inh 2	H9c2 protect	Glyco luc inh
COc1ccccc1NC(=S)NNC(=O)c1ccncc1	3.4	-8.3	0.4	-5.6	0.5	0.2	-0.9	91.0	0.5	1.4
CCCNC(=O)NC1C(NC(=O)NCCC)N(C)C(=O)N1C (stereo not drawn)	2.2	3.6	-2.8	0.4	-3.1	0.1	0.6	94.0	-13.4	2.7
O=C(COC(=O)c1ccccc1NS(=O)(=O)c1ccc(Cl)cc1)NCc1ccccc1	-5.4	1.5	2.6	-17.5	4.3	-0.2	-0.8	88.0	7.9	0.5
Cc1ccccc1-c1nnc(SCC(=O)NC2CCCC2)n1C	-2.0	6.6	2.5	2.1	-0.6	0.1	-1.9	104.0	-4.9	1.8
Cc1ccc(C(=O)CCC(=O)CCC(=O)O)cc1	11.3	-4.0	-2.3	-1.5	1.7	-0.3	-0.1	101.0	4.1	1.2
CC(Cc1ccccn1)NC(=O)CCc1nnc(C2CCCCC2)o1 (stereo not drawn)	13.9	-3.0	0.0	-0.5	2.5	-0.4	-2.4	101.0	10.0	-0.8
CC(C)C[C@H]1CN([C@@H](CC(C)C)CN2CCCC2CN2C(=S)NC[C@@H]2Cc2ccc(O)cc2)C(=S)N1CC1CCCCCC1 (stereo partly drawn)	14.7	-9.0	0.2	27.3	-4.7	0.2	-0.2	91.0	-32.2	-9.1
CCC(=O)c1ccc(OCC(=O)Nc2cccc(S(=O)(=O)N3CCCCCC3)c2)cc1	7.1	-11.4	0.8	-3.0	-0.6	3.1	-4.4	96.0	-26.3	0.6
COC1CCN(C(=O)CC2C(=O)NCCN2CC2CCCCC2)CC1 (stereo not drawn)	7.4	-1.6	-1.2	0.7	1.5	-0.5	-3.6	103.0	3.5	-0.5
O=C(Nc1cccc(C(=O)N2CCN(c3cccc(Cl)c3)CC2)c1)c1ccccc1	11.9	1.7	2.4	-1.3	-0.6	1.0	-0.7	96.0	8.0	8.3
CCN(CC)CCCN(C(=O)c1ccc(Br)cc1)c1nc(-c2ccc(OC)cc2)cs1	5.6	16.6	2.5	62.7*	0.2	-0.2	0.5	103.0	7.2	-7.5
O=c1[nH]cnc(O)c1C1C=CC=CC=C1	2.9	49.9*	0.9	7.8	-1.2	-0.2	-1.5	99.0	-5.2	2.4
CCCCOc1ccc(/C=C2/Sc3ccccc3C2=O)cc1	10.5	0.8	1.8	5.4	-2.0	0.3	-1.4	125.0	-7.7	-1.3
CC(=O)NC(c1cccc(F)c1)c1nc(-c2cccc(C(C)C)c2)cs1 (stereo not drawn)	3.0	-6.7	-3.6	-4.8	-0.1	0.4	2.1	96.0	-2.5	-5.2
COC(=O)c1ccc(NC(=O)C2CCCN2S(=O)(=O)c2ccc(OC)cc2)cc1 (stereo not drawn)	-2.5	-2.1	-2.2	0.6	4.7	0.5	3.2	99.0	12.1	2.0
O=C(NCc1cccnc1)c1cccc(S(=O)(=O)Nc2cccc(Cl)c2)c1	0.2	-4.5	-8.0	19.9	-0.5	0.0	-1.4	94.0	-7.7	-1.7
O=C(N/C(=C/c1ccco1)C(=O)N1CCOCC1)c1ccccc1Br	6.5	-1.5	-2.5	0.1	0.2	0.4	0.3	103.0	3.1	1.3
O=C(NCCCc1ccccc1)c1cccc(NC(=O)c2ccccc2)c1	0.1	-7.4	-4.7	-2.0	-1.8	0.1	-2.5	103.0	6.8	-1.5
CCC[C@@H]1C[C@@H](C(=O)N[C@H]([C@@H](C)O)[C@H]2O[C@H](SC)[C@H](O)[C@@H](O)C2O)N(C)C1 (stereo partly drawn)	13.6	3.4	5.9	-5.9	-1.5	0.0	-1.1	102.0	1.7	1.2
COC(=O)c1cc(NC(=O)C2CC(=O)NC(=NCc3ccc(OC)cc3)S2)cc(C(=O)OC)c1 (stereo not drawn)	-1.7	-4.8	2.1	-0.8	0.4	-0.2	-1.0	105.0	-0.7	4.9
COc1ccc(CNC(=O)c2csnn2)cc1	0.5	1.5	1.9	-1.4	1.4	-0.1	-1.3	96.0	-0.6	2.6
COc1ccccc1N(Cc1ccccc1)S(=O)(=O)c1cccc(C(=O)Nc2ccc(C)cn2)c1	12.9	-11.6	-5.0	6.0	-0.5	0.2	-1.6	96.0	-4.7	-9.9
COc1ccccc1NC(=O)C(=O)N1CCCC1	8.7	-1.7	1.1	-1.2	-0.5	0.9	-4.0	102.0	17.5	1.6
COc1ccccc1CCN=C(N)NS(=O)(=O)c1cccs1	4.2	-1.2	1.8	-1.7	0.3	0.4	-0.7	105.0	-2.3	-0.4
COc1cccc(C(=O)NCCS(=O)(=O)NCc2ccccn2)c1	-3.4	13.3	-3.4	-4.3	0.1	-0.1	-2.0	92.0	2.3	0.8
CCOC(=O)c1nn(-c2ccc(C)cc2)c(=O)cc1OCC(=O)N1CCN(c2ccccc2)CC1	4.9	9.1	11.1	10.5	0.2	-0.1	-1.3	96.0	-4.1	1.0
O=C(NCCCNC(=O)c1cncc(O)c1)c1cncc(O)c1	-4.0	1.8	5.1	0.4	1.1	0.7	-1.7	98.0	4.0	-0.1
COc1cccc(C(=O)NCCCc2ccccc2)c1OC	-2.7	1.8	13.9	-6.0	0.2	-0.3	-0.4	94.0	-2.3	-0.3
COc1ccc(-c2cc(C(F)(F)F)nc(-n3ccnc3)n2)cc1	13.9	1.9	-1.9	0.7	-0.1	0.2	0.6	89.0	3.9	-0.1
COc1ccccc1-c1csc(-n2ncc(C#N)c2N)n1	-10.9	4.6	-9.2	-38.8	2.1	0.2	-0.2	98.0	-4.7	2.7

Screening data: PubChem BioAssay, several laboratories
